Source: PubChem BioAssay
FBPA Giardia inh: inhibitors of Giardia lamblia fructose-1,6-bisphosphate aldolase; purified Giardia FBPA; Potency, µM (highest dose often 59.6 µM), inactives show top-dose activity, negative = inhibition, hits mostly inhibitors; 0.71% of 290,000 active; AID 2451; further: potency means the concentration at half of the fitted maximal effect; on the % scale 0 is the no-effect control and ±100 the full control effect; nearly all actives have a fitted effect of over 55% in size
Target sequence (A8B2U2 whole entry, looked up): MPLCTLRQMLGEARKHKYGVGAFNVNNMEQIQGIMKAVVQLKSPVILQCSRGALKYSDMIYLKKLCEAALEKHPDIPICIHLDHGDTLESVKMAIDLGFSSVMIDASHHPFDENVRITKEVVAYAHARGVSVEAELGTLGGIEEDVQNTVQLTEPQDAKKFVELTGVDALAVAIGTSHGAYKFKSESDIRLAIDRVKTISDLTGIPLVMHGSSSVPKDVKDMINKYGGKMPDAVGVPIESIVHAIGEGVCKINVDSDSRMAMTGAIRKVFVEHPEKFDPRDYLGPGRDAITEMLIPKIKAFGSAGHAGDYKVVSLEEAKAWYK
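40 nM FBPA preincubated 10 min at RT with compound (up to 57.5 uM final), then substrate plus GAPDH/TPI/NAD/arsenate coupling and diaphorase/resazurin added. Fluorescence read after 20 min at RT, 525/598 nm.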
Shiga toxin inh: inhibitors of Shiga toxin in Vero cells; Vero cells, Shiga toxin protein synthesis inhibition reporter; inhibition, % at 38.7 µM; 9.2% of 290,000 active; AID 2315; in the data active means inhibition mostly above about 28%, no sharp cut-off; inactive means mostly below about 43%; further: 0% is about no effect
AmpC inh detg: AmpC beta-lactamase inhibition with detergent present | P00811 | AID 485294 | Potency, µM (doses to about 114 µM), without a hit: at the highest dose activity change, negative = inhibition, actives largely listed as inhibitors | AmpC hydrolysis of nitrocefin, absorbance 480 nm, 0.01% Triton | 0.041% of 370,000 active;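 further: potency means the concentration at half of the fitted maximal effect; 0% = no-compound wells and -100% = no-enzyme wells; nearly all actives have a fitted effect of over 25% in size; some results filed as inactive show a strong effect at the top dose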
Target sequence (P00811 whole entry, looked up): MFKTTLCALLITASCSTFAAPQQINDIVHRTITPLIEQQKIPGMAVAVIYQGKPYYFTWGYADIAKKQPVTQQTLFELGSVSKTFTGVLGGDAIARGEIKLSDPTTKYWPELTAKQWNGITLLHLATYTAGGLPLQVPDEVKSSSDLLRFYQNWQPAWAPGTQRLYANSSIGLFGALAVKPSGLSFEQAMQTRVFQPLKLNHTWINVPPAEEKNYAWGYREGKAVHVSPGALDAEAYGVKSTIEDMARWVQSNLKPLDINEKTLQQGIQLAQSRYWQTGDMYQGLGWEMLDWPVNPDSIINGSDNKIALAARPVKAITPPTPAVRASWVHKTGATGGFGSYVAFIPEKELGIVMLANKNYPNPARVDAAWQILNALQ
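20 mM phosphate pH 7.0 + 0.01% (detergent screen) or 0.0001% Triton X-100; 5.3 nM AmpC reagent; cpd preinc 15 min RT; nitrocefin (800 uM stock) to start; A480 q20 s × 4 min; Activity was normalised to no-enzyme and no-compound control wells.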
Cycloheximide cs: counter-screen hit for Shiga toxin inhibitors, cycloheximide. max response, %. AID 2314. cell reporter, cycloheximide protein synthesis inhibition counterscreen. 12% of 300,000 active; in the data active means max response mostly above about 13%, no sharp cut-off; inactive means mostly below about 14%; further: read at 38.3 µM for the half of the compounds with a filed dose; 0% is about no effect
AmpC no deterg: AmpC beta-lactamase inhibition without detergent; AID 485341; 0.52% of 330,000 active; AmpC nitrocefin hydrolysis, absorbance 480 nm, 0.0001% Triton; P00811; Potency, µM (highest dose often 57.1 µM), inactives show at the top dose activity change, negative = inhibition, actives largely listed as inhibitors;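 further: potency means the concentration at half of the fitted maximal effect; plate controls were no compound for no effect and no enzyme for full effect; nearly all actives have a fitted effect of over 20% in size; some results filed as inactive show a strong effect at the top dose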
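20 mM phosphate pH 7.0 + 0.01% (detergent screen) or 0.0001% Triton X-100; 5.3 nM AmpC reagent; cpd preinc 15 min RT; nitrocefin (800 uM stock) to start; A480 q20 s × 4 min; Activity was normalised to no-enzyme and no-compound control wells.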
HCMV antiviral: blocks human cytomegalovirus replication. HFF cells, HCMV-luciferase reporter, 72 h; stronger effect = lower value. activity change, negative = inhibition, % at 57.5 µM. 4.5% of 410,000 active; in the data active means activity change below about -60%; inconclusive means no clear call, values can overlap the other calls; inactive means above about -39%; further: on the % scale 0 is the no-effect control and ±100 the full control effect
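After 16 h attachment at 37C, HFF cells received test compound and HCMV-luciferase (1 PFU/cell); reporter luminescence read 72 h later, data normalized against buffer-only and known inhibitor Salinomycin.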
AMA1-RON2 inh: AMA1-RON2 (P. falciparum) interaction inhibition | AlphaScreen AMA1-biotinylated RON2 peptide binding | Potency, µM (top dose mostly 58.2 µM), inactives show top-dose activity change, negative = inhibition, actives largely listed as inhibitors | 0.2% of 360,000 active | AID 720542;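 further: potency means the concentration at half of the fitted maximal effect; 0% = vehicle wells and -100% = peptide control; nearly all actives have a fitted effect of over 45% in size; some results filed as inactive show a strong effect at the top dose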
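AMA1 (3D7) with his tag at 25 nM final met compounds first, then biotinylated RON2 peptide at 25 nM; detection used donor plus acceptor beads, 10 µg/mL apiece, read by AlphaScreen after 30 min at room temperature.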
* = called active by the depositor; ? = inconclusive; nt = not tested or not shown; & = joins results of further samples; [ ] = dose if it differs, or a comment. Unless noted, the call rests on the fitted dose curve; in most records, active means well fitted curve in the direction sought with a large enough effect; inconclusive means small, poorly fitted or top-dose-only effect, or another doubt; inactive means no such curve, though single readings can be large; an effect the other way counts as inactive or inconclusive.

SMILES	FBPA Giardia inh	Shiga toxin inh	AmpC inh detg	Cycloheximide cs	AmpC no deterg	HCMV antiviral	AMA1-RON2 inh
CCCCN1CC(=O)N2[C@H]3c4cc(C)ccc4OC[C@@H]3[C@H](c3ccccc3)[C@]2(C)C1=O	nt	nt	nt	nt	68%[activator]	2	1%
CCC(c1nnnn1Cc1ccc(OC)cc1)N1CCN(C(=O)c2ccco2)CC1 (stereo not given)	-29%	19	-1%	1	10%	21	7%
Cc1cccc(NS(=O)(=O)c2cc(OCC(N)=O)c(C)cc2Cl)c1	-13%	-8	-1%	-5	-32%	28	18%
CCc1ccc(NC(=O)CSc2nc3ccccc3c(=O)n2CCN2CCOCC2)cc1	-1%	-12	-10%	-7	62%[activator]	-15	-2%
CC(=O)Oc1ccc(C)cc1-n1nc2ccccc2n1	0%	131*	-7%	60*	14%	27	16%
O=C(Nc1cc(=O)[nH]c2nc(-c3ccccc3)nn12)c1ccc(Cl)cc1	2%	-11	-3%	2	-31%	-24	-5%
Nc1ccccc1Nc1ccncc1[N+](=O)[O-]	1%	-13	-5%	7	-12%	-12	0%
CCn1c(COc2ccc3c(c2)CCCC3)nnc1SCC(=O)Nc1ccc(C(=O)OC)cc1	2%	-11	-2%	-2	-1%	-5	0%[2.32 µM]
CCOc1cc(/C=N/n2cnnc2)ccc1OCC(=O)Nc1ccccc1OC	-3%	37	?	-3	-3%	-15	-1%
CC1CCC(NC(=O)C2CCC(CNc3c(N4CCCCC4)c(=O)c3=O)CC2)CC1 (stereo not given)	0%	9	-4%	-1	-9%	9	-24%
O=S(=O)(Nc1ccccc1C(F)(F)F)c1ccc(-c2ccccn2)s1	16%	-12	-11%	1	-29%	-16	-6%
CCc1ccc(N2C(=O)c3sc4nnc(C)c(=O)n4c3C2=O)cc1	1%	-12	5%	-2	-17%	-13	8%
CCOc1ccc(NC(=O)Nc2cc(-c3ccccc3)sc2C(=O)OC)cc1	-4%	3	-8%	5	-20%	-24	-6%[2.32 µM]
COc1ccc(C2CC(O)(c3ccccc3)Oc3cc(C)cc(C)c32)cc1 (stereo not given)	-10%	17	nt	16	nt	nt	nt
CCN(c1ccccc1)S(=O)(=O)c1ccc(Cl)c(NC(=O)CSc2nncn2C)c1	1%	-4	-5%	-1	10%	?	4%
Cc1ccsc1/C=N/n1cnnc1	6%	-15	4%	-2	-22%	34	-7%
CC[N+]1(CC(O)COC2CC(C)CC(C)(C)C2)CCOCC1 (stereo not given)	-5%	-2	-1%	-2	-6%	-30	13%
CCN(CC(=O)Nc1c(F)cccc1F)C(=O)C1(c2ccccc2)CC1	nt	-14	0%	-3	-16%	-3	10%
Cc1onc(-c2ccccc2Cl)c1C(=O)NCc1nnnn1-c1ccc(F)cc1	nt	nt	5%	nt	?	-13	9%
O=c1[nH]c2ccccc2nc1Cc1ccc([N+](=O)[O-])cc1	-9%	-16	-12%	-4	-9%	41	-18%
Cc1ccc(NC(=O)N(Cc2cc3cc(C)cc(C)c3[nH]c2=O)CC2COCCO2)cc1 (stereo not given)	-5%	-7	-16%	-6	-17%	?	6%
O=C(NCC(c1ccco1)N1CCN(c2ccc(F)cc2)CC1)C(=O)NC1CCCCC1 (stereo not given)	nt	nt	-13%	nt	-10%	17	14%
O=C(Nc1ccccc1N1CCCC1)c1ccc2ccccc2c1	1%	58	-12%	18	-39%	?	-7%
CN(C)S(=O)(=O)c1ccc(C(=O)NCC(c2cccs2)N2CCOCC2)cc1 (stereo not given)	nt	nt	-18%	nt	-6%	-17	-22%
COc1cccc(NC(=O)CN2C(=O)NC(C)(C3CC3)C2=O)c1 (stereo not given)	nt	nt	nt	nt	-5%	16	-16%

Pulled by structure from above (2):
SMILES	FBPA Giardia inh	Shiga toxin inh	AmpC inh detg	Cycloheximide cs	AmpC no deterg	HCMV antiviral	AMA1-RON2 inh
O=S(=O)(Nc1ccccc1C(F)(F)F)c1ccc(-c2ccccn2)s1	16%	-12	-11%	1	-29%	-16	-6%
COc1cccc(NC(=O)CN2C(=O)NC(C)(C3CC3)C2=O)c1 (stereo not given)	nt	nt	nt	nt	-5%	16	-16%

Just FBPA Giardia inh, AMA1-RON2 inh and Shiga toxin inh, for some of the entries so far:
canonical_smiles	FBPA Giardia inh	AMA1-RON2 inh	Shiga toxin inh
Cc1onc(-c2ccccc2Cl)c1C(=O)NCc1nnnn1-c1ccc(F)cc1	nt	9%	nt
CCn1c(COc2ccc3c(c2)CCCC3)nnc1SCC(=O)Nc1ccc(C(=O)OC)cc1	2%	0%[2.32 µM]	-11
Nc1ccccc1Nc1ccncc1[N+](=O)[O-]	1%	0%	-13
Cc1ccsc1/C=N/n1cnnc1	6%	-7%	-15
CC1CCC(NC(=O)C2CCC(CNc3c(N4CCCCC4)c(=O)c3=O)CC2)CC1 (stereo not given)	0%	-24%	9
Cc1ccc(NC(=O)N(Cc2cc3cc(C)cc(C)c3[nH]c2=O)CC2COCCO2)cc1 (stereo not given)	-5%	6%	-7

The listing picks up; the 2 compounds before the break are reprinted first.
SMILES	FBPA Giardia inh	Shiga toxin inh	AmpC inh detg	Cycloheximide cs	AmpC no deterg	HCMV antiviral	AMA1-RON2 inh
CN(C)S(=O)(=O)c1ccc(C(=O)NCC(c2cccs2)N2CCOCC2)cc1 (stereo not given)	nt	nt	-18%	nt	-6%	-17	-22%
COc1cccc(NC(=O)CN2C(=O)NC(C)(C3CC3)C2=O)c1 (stereo not given)	nt	nt	nt	nt	-5%	16	-16%
CC12CCC(C(=O)N(c3cccc(Cl)c3)C1=O)C2(C)C (stereo not given)	0%	-10	?	-2	-11%	?	-19%
O=C(OCc1ccc(F)cc1)c1ccc2c(c1)-c1ccccc1C2=O	nt	-9	-1%	2	-12%	-2	-6%
CCCn1c(N)c(C(=O)NS(=O)(=O)c2ccc(C)cc2)c(=O)n(C)c1=O	5%	4	-2%	-3	-20%	?	-11%
CC(C)(C)OC(=O)Cn1c(=O)cnc2ccccc21	2%	-4	1%	-1	-6%	-7	3%
COc1cccc(CN2CCN(Cc3cc(OC)c(OC)c(OC)c3)CC2)c1OC	13µM*	-3	0%	-2	10%	36	-7%
COc1ccccc1N(Cc1ccccc1)S(=O)(=O)c1cc(C(=O)O)ccc1Cl	?	-7	1%	-3	-27%	22	5%
CCOC(=O)N1CCN(C(=O)CNC(=O)c2ccc(Cl)cc2)CC1	nt	14	-10%	7	-1%	-11	9%
COc1ccc(Cl)cc1Nc1nc(-c2sc(NC(=O)c3ccco3)nc2C)cs1	-9%	-7	7%	7	0%	-32	12%
O=C(c1ccccc1)c1nccn1-c1ccc(Cl)nn1	0%	-5	-10%	2	-5%	?	14%
Cc1ccccc1NC(=S)N1CCN(C(=O)c2ccco2)CC1	3%	-10	?	0	-7%[2.29 µM]	-4	-18%
Cc1cc(NC(=O)CSc2nc3c([nH]c4ccccc43)c(=O)n2-c2ccccc2F)no1	nt	-4	-5%&4%	-1	-24%	40&-21	-1%
CC(=O)N1c2ccccc2C(C)(c2ccccc2)CC1(C)C (stereo not given)	0%	5	-1%	-4	1%	nt	-15%
O=C(COc1ccccc1)Nc1nnc(C23CC4CC(CC(C4)C2)C3)s1	0%	-10	?	-2	-23%	17	4%
Cc1ccc(S(=O)(=O)CC(c2ccccc2)N2CCOCC2)cc1 (stereo not given)	8%	-13	-4%	1	nt	4	-8%
Clc1cccc(-c2nn3c(-c4ccncc4)nnc3s2)c1	3%	-18	-16%	-3	-14%	nt	nt
COc1ccc(S(=O)(=O)Nc2cc(Sc3ncn[nH]3)c(O)cc2C)cc1	nt	nt	nt	nt	-33%	?	61%[activator]
CCCCCCCCCCC(=O)NNC(=O)c1c(O)c2ccccc2n(CC)c1=O	10%	6	5%	0	-10%	nt	nt
COc1ccc(C(=O)Nc2ccc(C(=O)Nc3cccnc3)cc2)cc1	6%	nt	-12%	-2	-17%	-15	1%
COc1cccc(CN(C)C(=O)c2ccc3nccnc3c2)c1	-5%	-14	?	-3	7%	20	-9%
N#Cc1nc(Cc2cccc3ccccc23)oc1NCCCN1CCOCC1	-7%	8	?	-1	124%[activator]	2	-7%
O=S(=O)(/N=C(/Nc1ccccc1)c1ccccc1)c1cccs1	-5%	-13	-6%	0	-24%	-5	16%
O=C(NCc1ccncc1)C1CCN(S(=O)(=O)c2ccccc2)CC1	nt	nt	?	nt	-2%	-12	0%
O=C(O)C1CCCN1S(=O)(=O)c1cccs1 (stereo not given)	1%	-6	-11%	-4	-21%	nt	nt
COc1cccc(C#Cc2c(C=O)n(C)c3ccccc23)c1	nt	nt	1%	nt	-19%	6	203%[activator]
CCOC(=O)C(C)Sc1nnc(NC(=O)c2ccc3c(c2)OCO3)s1 (stereo not given)	-30%	14	-5%	2	-16%	16	3%
Cc1ccc(NC(=O)c2cccc(OCc3c(C)noc3C)c2)c(C)c1	8%	38	?	3	-6%	-15	1%
C/C(=N/NC(=O)CNC(=O)c1ccccn1)c1cccc([N+](=O)[O-])c1	-7%	-10	-8%	-1	-24%	-33	82%[activator]
Cc1sc(NC(=O)CN2CCOCC2)nc1-c1ccc2c(c1)CCN2S(=O)(=O)c1ccccc1	-6%	-2	-4%	-4	124%[activator]	-96*	1%

Copied from the list:
`Cc1ccccc1NC(=S)N1CCN(C(=O)c2ccco2)CC1` in AMA1-RON2 inh reads -18%
`Cc1sc(NC(=O)CN2CCOCC2)nc1-c1ccc2c(c1)CCN2S(=O)(=O)c1ccccc1` in AmpC inh detg reads -4%
`C/C(=N/NC(=O)CNC(=O)c1ccccn1)c1cccc([N+](=O)[O-])c1` in AmpC inh detg reads -8%
`N#Cc1nc(Cc2cccc3ccccc23)oc1NCCCN1CCOCC1` in AMA1-RON2 inh reads -7%
`COc1cccc(CN(C)C(=O)c2ccc3nccnc3c2)c1` in FBPA Giardia inh reads -5%
`O=C(NCc1ccncc1)C1CCN(S(=O)(=O)c2ccccc2)CC1` in AMA1-RON2 inh reads 0%
